Compound activity (PubChem BioAssay)
BAZ2B block: blocks human BAZ2B. AID 504333. 4.4% of 360,000 active. Potency, µM (titrated, usually from 114 µM), for the others: top-dose activity change, negative = inhibition, hits mostly inhibitors. AlphaScreen BAZ2B-H3K14Ac peptide displacement; note: potency is the fitted concentration of half-maximal effect; % is set by controls: 0 for no effect and ±100 for the full control effect; nearly all actives have a fitted effect of over 60% in size
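AlphaScreen displacement: compounds (up to 110uM) incubated 30 min at room temperature with a preformed 50 nM BAZ2B/50 nM biotinylated H3K14Ac peptide complex in PBS pH 7.4 with Tween-20. Donor and acceptor beads at 10 ug/mL final added, 20 min light-protected before reading.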
G9a block: G9a (human) methyltransferase inhibition | 8.8% of 350,000 active | G9a H3K9 monomethylation, AlphaScreen, 2 h | AID 504332 | Q96KQ7 | Potency, µM (doses to about 102 µM), without a hit: top-dose activity, negative = inhibition, usual class: inhibitors; note: potency is the fitted concentration of half-maximal effect; % is set by controls: 0 for no effect and ±100 for the full control effect; nearly all actives have a fitted effect of over 75% in size
Target sequence (Q96KQ7 913-1193 limits assumed): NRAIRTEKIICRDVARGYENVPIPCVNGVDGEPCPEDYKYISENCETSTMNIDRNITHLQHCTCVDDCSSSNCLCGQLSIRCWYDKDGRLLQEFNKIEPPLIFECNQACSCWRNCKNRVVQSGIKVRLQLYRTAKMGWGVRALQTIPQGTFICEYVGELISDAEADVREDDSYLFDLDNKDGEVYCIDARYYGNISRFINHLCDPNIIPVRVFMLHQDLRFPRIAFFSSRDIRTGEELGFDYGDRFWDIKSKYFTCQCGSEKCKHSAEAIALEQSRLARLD
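Signal arises when biotinylated H3K9 peptide, once monomethylated, bridges streptavidin donor and antibody-captured acceptor beads. Enzyme at 20 nM was preincubated 15 min with test compounds; peptide 500 nM and SAM 20 uM then reacted for 2 h.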
PGK inhibitor: inhibitors of T. brucei phosphoglycerate kinase. 0.043% of 380,000 active. P07378. Potency, µM (highest dose often 57.5 µM), for inactives: at the highest dose activity change, negative = inhibition, hits mostly inhibitors. AID 602233. PGK/GAPDH coupled, Kinase-Glo luminescence, 60 min; note: potency is the fitted concentration of half-maximal effect; % is set by controls: 0 for no effect and ±100 for the full control effect; nearly all actives have a fitted effect of over 60% in size
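Luminescent ATP detection (Kinase-Glo Plus) follows a 60-minute room-temperature incubation, with wells lacking PGK as controls. Buffer: 100 mM TEA (pH 7.6), 5 mM MgCl2, 0.01% Tween-20. Coupling enzyme GAPDH (100 nM final) supplies unstable 1,3-BPG in-well.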
PI4K2A block: inhibitors of human PI4K2A | Q9BTU6 | purified PI4K2A, ADP-Glo luminescence, 1 h; active compounds read low | activity change, negative = inhibition, % at 76.9 µM | 0.13% of 420,000 active | AID 1346378; in the data active = activity change below about -50%; inconclusive = mostly about -30% to -49%;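 note: -100% = wells without enzyme as full effect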
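ADP-Glo luminescence measured ADP generated by PI4K2A enzyme (4 ug/mL before mixing) with 1.2 mM PI substrate (pre-mix) and 300 microM ATP (pre-mix). Tris pH7.5 buffer with MgCl2, Triton X-100; 1 h reaction at ambient temperature.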
HP1b chromo inh: blocks HP1-beta chromodomain binding to methylated histone tails | P83916 | AlphaScreen HP1-beta / biotin-H3K9me3 peptide binding | 0.56% of 390,000 active | Potency, µM (doses to about 114 µM), for the others: top-dose activity change, negative = inhibition, actives largely listed as inhibitors; note: potency is the fitted concentration of half-maximal effect; nearly all actives have a fitted effect of over 70% in size; inactives centre near 23
Target sequence (P83916 whole entry, looked up): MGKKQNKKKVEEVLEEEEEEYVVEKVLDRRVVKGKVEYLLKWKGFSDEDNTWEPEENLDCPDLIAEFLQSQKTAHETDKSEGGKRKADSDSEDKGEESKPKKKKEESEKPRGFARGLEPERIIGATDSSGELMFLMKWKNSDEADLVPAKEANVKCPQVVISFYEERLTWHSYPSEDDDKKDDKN
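AlphaScreen: HP1-beta (50 nM) preformed 30 min with biotin-H3(1-18)K9me3 peptide (50 nM) in PBS pH 7.4, 0.01% Tween-20. Compound added for 30 min at RT, then streptavidin donor/nickel chelate acceptor beads (10 ug/mL) for 30 min.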
Pol eta inh: inhibitors of human DNA polymerase eta; Q9Y253; recombinant Pol eta, fluorescent DNA replication assay; Potency, µM (doses to about 114 µM), for the others: at the top dose activity change, negative = inhibition, usual class: inhibitors; 1.2% of 390,000 active; AID 588591; note: potency is the fitted concentration of half-maximal effect; % is set by controls: 0 for no effect and ±100 for the full control effect
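Fluorescent replication assay: 50 nM final substrate added after a 15 min room-temperature compound preincubation with 10 nM enzyme. Signal taken at 0 min and again at 10 min.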
Pin1 inh: blocks the human prolyl isomerase Pin1. Q13526. Pin1 FP peptide displacement, HiFluor488, 10 min. Potency, µM (doses to about 115 µM), for inactives: top-dose activity, negative = inhibition, usual class: inhibitors. 0.009% of 390,000 active. AID 504891; active = well fitted inhibition curve with a large enough effect in the polarisation, with a control signal flat, not every such curve was filed as active; inconclusive = small, poorly fitted or top-dose-only effect, or effect the other way, or a change in a side signal; inactive = no such curve, though single readings can be large or run the other way; the % refers to the polarisation; note: potency is the fitted concentration of half-maximal effect; % is set by controls: 0 for no effect and ±100 for the full control effect
Target sequence (Q13526 whole entry, looked up): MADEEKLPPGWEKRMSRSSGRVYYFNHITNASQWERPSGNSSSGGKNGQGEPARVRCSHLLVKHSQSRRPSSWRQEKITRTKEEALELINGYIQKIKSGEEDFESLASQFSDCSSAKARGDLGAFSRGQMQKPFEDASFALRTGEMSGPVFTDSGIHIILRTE
GLS inhibitor: glutaminase GLS (human) inhibition. O94925. GLS enzymatic activity, qHTS titration. Potency, µM (titrated, usually from 45.5 µM), inactives show top-dose activity change, negative = inhibition, hits mostly inhibitors. 0.21% of 410,000 active. AID 624170; note: potency is the fitted concentration of half-maximal effect; % is set by controls: 0 for no effect and ±100 for the full control effect
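Glutamate formation by hKGA was monitored fluorometrically using coupled glutamate oxidase, HRP and Amplex Red. Substrate was added as 1 mM L-glutamine solution; incubation was 30 min at RT after an initial read.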
JMJD2A Tudor inh: JMJD2A Tudor domain (human) inhibition. O75164. AlphaScreen JMJD2A-Tudor / H3K4me3 peptide binding. Potency, µM (highest dose often 114 µM), without a hit: at the highest dose activity change, negative = inhibition, most hits filed as inhibitors. 4.4% of 390,000 active. AID 504339; note: potency is the fitted concentration of half-maximal effect; % is set by controls: 0 for no effect and ±100 for the full control effect; nearly all actives have a fitted effect of over 50% in size
Numbers without * were called inactive; i = inactive; ? = inconclusive; . = not tested or not shown; [ ] = remark or other dose. Unless noted, calls come from the whole dose curve; as a rule, active = well fitted curve in the direction sought with a large enough effect; inconclusive = small, poorly fitted or top-dose-only effect, or another doubt; inactive = no such curve, though single readings can be large; an effect the other way counts as inactive or inconclusive.

Below each compound: BAZ2B block, G9a block, PGK inhibitor, PI4K2A block, HP1b chromo inh, Pol eta inh, Pin1 inh, GLS inhibitor, JMJD2A Tudor inh
Cc1[nH]c2ccccc2c1/C=N/Nc1ccc([N+](=O)[O-])cc1S(=O)(=O)Nc1ccc(Cl)cc1
    ?, ?, -10.7%, 2.9, 7.8%, -2.8%, 63.7%[activator], 6.0%, -30.6%
COc1cc([N+](=O)[O-])ccc1NC(=O)CC(C)C
    -1.0%, 8.1%[59 µM], 1.5%, -8.0, 0.0%, -13.4%, -8.0%, 3.9%, -22.4%
CCN(CC(=O)Nc1ccc(NC(C)=O)cc1)C(=O)CSCc1c(C)noc1C
    4.5%, 10.5%[0.501 µM], 4.4%, 0.2, 24.2%, -23.5%, -3.8%, 4.0%, -2.8%
CC1=C(C(=O)Nc2ccccc2C)C2(CCCCC2)C(C(N)=O)C(=S)N1 (stereo not given)
    -30.0%, ?, i, 6.1, 28.0%, -5.9%, -0.4%, -0.9%, -20.4%
CCOc1ccc(Nc2c(S(=O)(=O)c3ccccc3)cnc3ccc(F)cc23)cc1
    7.6%, 9.7%[59 µM], 2.8%, -3.9, -2.9%, -20.1%, ?, 1.1%, ?
O=C(c1ccco1)n1nc(-c2ccco2)nc1SCc1ccccc1
    5.4%, 13.9%, 3.5%, 0.6, 29.8%, -9.2%, -3.6%, -1.4%, -14.8%
COc1ccc(/C=C2\SC(=O)N(CC(=O)Nc3ccc(O)cc3)C2=O)cc1OC
    5.8%, 24.4%, i, -4.6, 11.2%, -10.5%, -0.5%, -6.6%, -3.5%
Cc1cc(C)cc(C(=O)NCC(=O)OCC(=O)c2c(N)n(C)c(=O)n(C)c2=O)c1
    0.6%, 13.4%[59 µM], i, 2.8, 13.4%, -1.6%, -1.7%, -1.4%, 1.0%
C(=C\c1cccc2ccccc12)/c1nnc(-c2cccs2)o1
    158.6%[activator][57.1 µM], 382.0%[activator], ., -1.0, 195.8%[activator], -7.2%, 4.4%, -4.0%, 146.0%[activator]
CCOC(=O)c1cccc(NC(=O)C2(S(=O)(=O)c3ccc(Cl)cc3)CC2)c1
    1.1%, 26.3%[59 µM], i, 0.7, 64.9%[activator], -20.5%, -10.1%, -10.1%, 8.0%
CC(C)N1CCC(=NNC(=O)c2cccs2)CC1
    -21.4%, -4.6%, -6.7%, -3.6, 24.3%, -4.2%, -7.6%, 24.8%, -22.0%
CC1(C)CC(=O)C2=C(C1)N(c1ccc(Cl)cc1)C(=O)C2(O)C(F)(F)F (stereo not given)
    5.0%, -9.2%[59 µM], -3.3%, 6.2, 48.3%[activator], -10.9%, 4.5%, 7.9%, 4.1%
Cc1ccc(Nc2c3c(nc4nncn24)CCC3)c(C)c1
    5.5%, 4.3%[59 µM], 2.6%, -7.2, 24.6%, -6.2%, 1.3%, 4.7%, -13.8%
O=C1C=CN(C2OC(CO)C(O)C2O)C(=O)C1 (stereo not given)
    ., ., -11.1%, -4.2, ., -7.2%, ., 1.1%, .
Cc1ccc(C)c(N2CCN(C(=O)CCc3nc(-c4ccc(F)cc4)no3)CC2)c1
    ., ., -3.1%, 0.2, 23.2%, -18.7%, ?, -0.1%, -6.2%
CCOc1ccc(-c2cc3c(=O)n(CC(=O)Nc4cc(F)ccc4C)ccn3n2)cc1
    -3.7%, 4.7%[12.7 µM], -6.5%, 0.4, 53.7%, 0.4%, -8.7%, -3.1%, 3.3%
COc1ccc(-n2nc(C(=O)NCC(=O)NC(C)C)c3ccccc3c2=O)cc1OC
    -19.4%, -6.9%, ., 0.8, 33.6%[activator], -4.0%, 5.9%, 13.8%, -10.7%
CC#CC[N+](C)(C)CCCCCCCCCC
    7.6%, 12.5%[12.7 µM], -6.6%, 3.1, 34.6%, -12.1%, 1.9%, -12.3%, -2.1%
CCOc1ccccc1NC(=O)CSc1nnc(-c2ccccn2)n1Cc1ccco1
    ?, -50.9%, -3.9%, 1.2, 15.1%, -20.1%, -0.6%, -9.9%, ?
CC1=C(C(=O)OCc2ccccc2)C(c2ccc(-c3ccccc3)cc2)NC(=O)N1CCCCCC(=O)O (stereo not given)
    50.1µM*, 35.5µM*, -2.6%, -1.5, 9.0%, -12.8%, ., 9.1%, ?
CC12CC3CC(C)(C1)CC(C(=O)N1CCN(C(=O)c4ccco4)CC1)(C3)C2
    -35.5%, ?, 2.1%, 1.0, 14.7%[57 µM], -14.9%, 1.2%, -9.3%, 0.4%
CC(C)c1ccc(C(=O)NCCCN(C)C)cc1
    7.5%, ?, -4.8%, -3.3, 7.9%, -10.3%, -3.7%, 7.2%, -5.0%
COCCn1c(SCCCc2ccccc2)nc2c1c(=O)[nH]c(=O)n2C
    9.1%, 50.1µM*, -6.8%, 7.1, -10.5%, -10.4%, 3.7%, 2.2%, -1.9%
COC(=O)c1ccccc1NC(=O)CSc1nnc(C(CO)NC(=O)c2ccccc2)n1C (stereo not given)
    3.7%, 2.8%[12.7 µM], -0.9%, -11.1, 5.4%, -6.9%, 4.4%, 1.6%, -9.3%
N#C/C(=C\c1ccc(O)cc1)C(=O)N1CCCC1
    1.1%, -28.1%, -2.4%, 0.2, 19.0%, -2.6%, -1.7%, 20.1%, -18.4%
S=C1Cc2ccccc2C(c2ccc(Cl)cc2)N1 (stereo not given)
    ?, ?, 3.1%, -3.4, ?, -23.5%, 10.3%, 6.4%, ?
COc1ccc(CNC(=O)COC(=O)CN2C(=O)COc3ccccc32)cc1
    -9.3%, ?, -7.7%, -1.3, 23.0%, -8.5%, 0.6%, -0.2%, 2.8%
COCCCNC(=O)CCCn1c(=O)c2cccn2c2ccccc21
    -6.3%, -1.3%[59 µM], 7.4%, -2.3, 23.9%, -2.0%, -19.5%, -5.1%, -31.2%
CCc1nnc(NC(=O)CSc2nnc(-c3ccccc3O)n2-c2ccc(C)cc2C)s1
    -6.0%, 4.7%[59 µM], -0.9%, 8.1, 16.4%, -16.0%, -1.9%, -4.7%, -31.9%
COc1ccc(NC(=O)C2CCN(C(=O)c3ccc(OC)cc3)CC2)cc1
    24.9%, ?, 7.8%, 4.2, ?, -3.1%, -8.7%, ?, -23.7%[11.4 µM]

Entries above with a nitro group on carbon, in the order listed:
Below each compound: BAZ2B block, G9a block, PGK inhibitor, PI4K2A block, HP1b chromo inh, Pol eta inh, Pin1 inh, GLS inhibitor, JMJD2A Tudor inh
Cc1[nH]c2ccccc2c1/C=N/Nc1ccc([N+](=O)[O-])cc1S(=O)(=O)Nc1ccc(Cl)cc1
    ?, ?, -10.7%, 2.9, 7.8%, -2.8%, 63.7%[activator], 6.0%, -30.6%
COc1cc([N+](=O)[O-])ccc1NC(=O)CC(C)C
    -1.0%, 8.1%[59 µM], 1.5%, -8.0, 0.0%, -13.4%, -8.0%, 3.9%, -22.4%

(list continues)
Below each compound: BAZ2B block, G9a block, PGK inhibitor, PI4K2A block, HP1b chromo inh, Pol eta inh, Pin1 inh, GLS inhibitor, JMJD2A Tudor inh
COc1ccc(N2C(=O)C(F)(F)C2c2ccc(C)cc2)cc1OC (stereo not given)
    6.0%, 18.2%, -10.9%, -3.3, 57.3%[activator], -12.9%, -2.0%, -2.0%, 4.8%
CC1(C)CC2CC(C)(CN2C(=O)COC(=O)c2cc(Cl)cc(Cl)c2N)C1 (stereo not given)
    3.6%, 8.9%, -0.5%, 3.6, 52.2%[activator], -3.2%, -1.1%, -2.0%, 17.6%
O=C1CC(=O)C(n2cncn2)C(c2ccc(Cl)cc2Cl)C1 (stereo not given)
    6.6%, -7.5%[12.7 µM], -0.1%, -7.7, 16.3%, -2.4%, 1.9%, -0.3%, -16.4%
CC(Oc1cccc(Cl)c1)C(=O)NNC(=O)c1cccnc1 (stereo not given)
    ., ., 1.2%, -2.1, 35.0%, -20.7%, -4.7%, -3.1%, -2.1%
CCCc1cc(=O)[nH]c(SCC(=O)c2cc(C)n(C(C)COC)c2C)n1 (stereo not given)
    -2.3%, 1.7%[59 µM], 3.7%, 0.5, 0.4%, -10.5%, 7.3%, 7.5%, -33.8%
Cc1ccc(NC(=O)c2sc3nc(C)nc(N4CCN(c5ccccn5)CC4)c3c2C)c(C)c1
    -28.0%, -28.5%, 1.2%, -1.3, 26.9%, -18.9%, -4.4%, 5.0%, -7.0%
CC1(c2nnc(-c3ccc(Cl)cc3)o2)CC(c2ccncc2)=NO1 (stereo not given)
    2.0%, 5.8%[59 µM], i, -2.6, 22.4%, -3.9%, -5.2%, 3.7%, -14.5%
COC(=O)c1c(C)[nH]c(C(=O)C(C)OC(=O)C2=NNC(=O)CC2)c1C (stereo not given)
    2.0%, -9.3%[59 µM], -2.5%, 1.0, 26.9%, -11.9%, -2.6%, 8.7%, 7.6%
COc1cc(C(=O)N/N=C/c2cccc(Oc3ccccc3)c2)ccc1O
    -37.8%, -48.6%, 7.5%, -1.5, 23.0%, -9.4%, -1.3%, 22.3%, -29.0%
C=CCn1c(=O)[nH]c2cc(C(=O)N3CCN(c4cc(C)ccc4C)CC3)ccc2c1=O
    9.4%, 22.2%[12.7 µM], -2.1%, -0.5, 7.7%, 5.0%, 2.2%, 4.2%, -12.0%
COc1ccc(S(=O)(=O)N2CCCCCC2)cc1C(=O)N1CCN(c2ccccc2O)CC1
    -1.6%, 6.0%[0.501 µM], 1.2%, -3.6, 8.5%, -21.7%, 4.5%, 19.2%, -20.7%

Only part of the results is shown; count on the stated rates, not on these rows.
